Screening results deposited in PubChem by National Center for Advancing Translational Sciences (NCATS).
D2 potentiator = positively modulates the human D2 dopamine receptor allosterically; hit rate 0.34% among 340,000; potentiation, % at 10 µM; P14416; HEK293 T-REx D2, calcium flux, EC20 dopamine potentiation;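 active means potentiation over 3 SD above the plate norm, cut at about 30% in these data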; further: 0% is about no effect
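Calcium flux readout, no-wash dye, 1 read/s. Inducible HEK293 Trex D2 line, overnight 30 C. Compound alone 180 s (agonist flags), then EC20 dopamine, another 180 s to score potentiation.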
Vif-A3G inh = Vif-A3G binding inhibition | Q9HC16 | HeLa A3G-eYFP + Vif (tagged APOBEC3G with the HIV-1 protein that degrades it), YFP fluorescence, overnight | Potency, µM (top dose mostly 46.1 µM), inactives show top-dose activity, negative = active, usual class: inhibitors | hit rate 0.076% among 410,000 | AID 602310;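 further: potency means the concentration at half of the fitted maximal effect; on the % scale 0 is the no-effect control and ±100 the full control effect; nearly all actives have a fitted effect of over 60% in size; hits raise eYFP signal because A3G escapes Vif-driven loss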
Target sequence (Q9HC16 whole entry, looked up): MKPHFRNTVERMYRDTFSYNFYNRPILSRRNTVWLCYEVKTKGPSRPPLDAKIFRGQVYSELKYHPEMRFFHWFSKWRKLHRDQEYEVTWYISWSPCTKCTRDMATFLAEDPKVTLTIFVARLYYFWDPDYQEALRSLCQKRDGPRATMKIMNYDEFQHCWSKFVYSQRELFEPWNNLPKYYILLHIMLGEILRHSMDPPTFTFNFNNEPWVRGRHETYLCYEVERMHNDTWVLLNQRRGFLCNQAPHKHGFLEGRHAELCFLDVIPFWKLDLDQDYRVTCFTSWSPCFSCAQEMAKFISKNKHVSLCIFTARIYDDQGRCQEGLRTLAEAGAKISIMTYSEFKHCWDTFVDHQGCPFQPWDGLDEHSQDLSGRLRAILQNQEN
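HeLa cells stably expressing Vif and C-terminally eYFP-tagged A3G, seeded overnight at 37 deg C, then exposed to compound by pintool overnight at 37 deg C. Rise in yellow fluorescence (Ex 488/Em 500-530, Acumen) marks blocked Vif-driven A3G degradation.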
D1 agonist = activates the human D1 dopamine receptor; activation, % at 2 µM; P21728; hit rate 1% among 360,000; HEK293 T-REx D1 cells, calcium flux, agonist mode; in the data active means activation above about 30%; further: 0% is about no effect
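Inducible HEK293 T-REx D1 cells, force-coupled to calcium signalling, were plated at 4000 cells/well with tetracycline and held overnight at 30 C. After no-wash calcium dye loading, compound-evoked calcium rise over 180 s flagged agonists.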
D1 PAM = human D1 dopamine receptor positive modulation. P21728. HEK293 TREx D1 cells, calcium flux, dopamine EC20 potentiation. potentiation, % at 10 µM. hit rate 0.036% among 360,000. AID 504651; in the data active means potentiation above about 30%; further: 0% is about no effect
D1 antagonist = blocks dopamine activation of the human D1 receptor; P21728; HEK293 TREx D1 cells, calcium flux, dopamine EC80; hits give low values; activity change, negative = inhibition, % at 10 µM; hit rate 3.2% among 360,000; AID 504652; in the data active means activity change below about -30%; further: on the % scale 0 is the no-effect control and ±100 the full control effect
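Using tetracycline-induced force-coupled D1 Hek293 cells and a calcium dye, signals were followed for 180 s after compound, then for 180 s after EC80 dopamine, to detect inhibitors.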
Glioma ERSR ind = inducers of ER stress response in human glioma cells; AID 602332; U87-MG GRP78 promoter luciferase reporter, 16 h; hit rate 0.02% among 420,000; Potency, µM, inactives show top-dose activation, usual class: activators; further: potency means the concentration at half of the fitted maximal effect; series mostly up to about 76 µM; % of control where 0% means no effect; nearly all actives have a fitted effect of over 35% in size
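Stably transfected U87-MG human glioma cells carrying a GRP78-based luminescent sensor were seeded at 1000 cells/well, pin-dosed with compounds and incubated 16 h. Luciferase reagent was then added, and end-point luminescence was read after 10 min at room temperature.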
Vif-APOBEC3F blk = Vif-A3F binding inhibition | HeLa A3F-eYFP + Vif (tagged APOBEC3F with the HIV-1 protein that degrades it), YFP fluorescence increase | Potency, µM (highest dose often 46.1 µM), inactives show top-dose activity, negative = active | hit rate 0.2% among 390,000 | AID 602313; further: potency means the concentration at half of the fitted maximal effect; % of control where 0% means no effect; nearly all actives have a fitted effect of over 65% in size
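HeLa cells stably expressing A3F-eYFP plus Vif, plated and incubated overnight at 37 deg C, then exposed to compounds overnight at 37 deg C. Blocked degradation read as raised yellow fluorescence (Ex 488/Em 500-530).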
RXFP1 antagonist = blocks the human relaxin receptor RXFP1; Q9HBX9; HEK293-RXFP1, relaxin-stimulated cAMP HTRF, 30 min; hits give low values; activity change, negative = inhibition, % at 57.5 µM; hit rate 0.59% among 350,000; AID 1259400;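 active means activity change of -60% or lower, but not beyond a set lower limit; inconclusive means change between -60% and -40%, or beyond the set limit; inactive means change above -40%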; further: on the % scale 0 is the no-effect control and ±100 the full control effect
Target sequence (Q9HBX9 whole entry, looked up): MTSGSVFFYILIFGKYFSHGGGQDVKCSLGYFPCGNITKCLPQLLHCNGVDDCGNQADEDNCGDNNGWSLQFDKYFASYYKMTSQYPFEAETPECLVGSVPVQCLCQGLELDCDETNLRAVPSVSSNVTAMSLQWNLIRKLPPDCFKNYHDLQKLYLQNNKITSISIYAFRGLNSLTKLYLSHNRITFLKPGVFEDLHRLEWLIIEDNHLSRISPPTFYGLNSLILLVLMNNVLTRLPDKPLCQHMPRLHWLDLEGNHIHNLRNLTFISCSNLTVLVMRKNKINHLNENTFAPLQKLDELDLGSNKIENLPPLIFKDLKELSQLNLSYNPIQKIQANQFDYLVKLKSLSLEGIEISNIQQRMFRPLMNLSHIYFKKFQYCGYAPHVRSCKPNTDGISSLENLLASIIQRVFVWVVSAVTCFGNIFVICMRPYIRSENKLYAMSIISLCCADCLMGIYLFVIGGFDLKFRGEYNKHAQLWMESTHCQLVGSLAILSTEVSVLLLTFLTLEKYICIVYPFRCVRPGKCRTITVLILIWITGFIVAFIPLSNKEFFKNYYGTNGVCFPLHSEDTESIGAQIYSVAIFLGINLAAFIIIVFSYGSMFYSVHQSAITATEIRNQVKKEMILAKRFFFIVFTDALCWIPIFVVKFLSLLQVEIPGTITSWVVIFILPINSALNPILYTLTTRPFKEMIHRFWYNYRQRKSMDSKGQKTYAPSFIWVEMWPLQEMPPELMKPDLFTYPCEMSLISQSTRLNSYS
RXFP1 agonist = RXFP1 (human) receptor agonism. hit rate 0.3% among 370,000. HEK293T-RXFP1 cAMP TR-FRET, 30 min; response scale: percent of porcine relaxin response, buffer zero. AID 2676. Potency, µM (titrated, usually from 57.5 µM), for inactives: at the top dose activation, usual class: activators. Q9HBX9; further: potency means the concentration at half of the fitted maximal effect; on the % scale 0 is the no-effect control and ±100 the full control effect; nearly all actives have a fitted effect of over 60% in size; many of its hits are not listed in these tables
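Agonist response is measured as cAMP accumulation in an RXFP1-transfected HEK293T line under PDE4 inhibition. Values are scaled between buffer-only and 29 nM porcine relaxin, and EC50s come from standard Hill equation fits.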
An asterisk follows results filed as active; ? = inconclusive; . = no result given. Unless noted, the call rests on the fitted dose curve; in most records, active means well fitted curve in the direction sought with a large enough effect; inconclusive means small, poorly fitted or top-dose-only effect, or another doubt; inactive means no such curve, though single readings can be large; an effect the other way counts as inactive or inconclusive. A portion of the library; count on the stated rates, not on these rows.

SMILES | D2 potentiator | Vif-A3G inh | D1 agonist | D1 PAM | D1 antagonist | Glioma ERSR ind | Vif-APOBEC3F blk | RXFP1 antagonist | RXFP1 agonist
c1ccc(-c2csc3ncn4nnnc4c23)cc1 | 7.2 | 2.9% | 4.3 | 3.8 | 18.9 | -4.8% | 12.9% | 0.0 | 4.5%
CC(=O)Nc1nnc(SCc2cc(=O)c3cccc(Cl)c3[nH]2)s1 | 0.8 | 5.8% | -2.0 | -1.6 | -7.7 | -3.0% | -9.4% | 4.5 | 0.4%
COc1ccc(C(=O)CN2Cc3ccccc3C2=N)cc1 | 2.6 | 0.8% | 2.2 | -9.6 | -3.8 | -4.1% | 6.9% | 4.8 | 3.6%
CC(C)CN1CCCC(N2CCN(c3cccc(Cl)c3)CC2)C1 (configuration not stated) | 10.7 | -0.6% | 3.1 | -1.7 | 11.1 | -0.2% | 11.4% | 9.1 | -0.6%
N#CCOc1ccc2oc(-c3ccco3)cc(=O)c2c1 | 3.1 | . | -1.8 | -4.9 | -3.6 | . | . | . | 24.1%
O=S(=O)(Cc1ccccc1)C(c1ccccc1)S(=O)(=O)Cc1ccccc1 | . | 1.5% | . | . | . | -2.1% | -4.0% | -7.2 | .
COc1ccc(CNC(=O)N2CCc3ccccc3C2)cc1 | 7.7 | -6.1% | -0.1 | -3.2 | -10.7 | 5.8% | -7.4% | 0.7 | 0.2%
CC(=O)N1CCN=C1SCc1cccc(C(F)(F)F)c1 | -3.7 | 2.1% | 0.0 | -6.0 | 3.0 | -1.7% | -3.6% | 3.1 | 2.1%
O=C(Nc1ccn(C2CC(OC(=O)c3ccccc3)C(CO)O2)c(=O)n1)c1ccccc1 (configuration not stated) | 0.8 | -2.4% | 0.8 | -3.3 | -13.2 | -6.1% | 1.0% | 5.2 | 6.6%
CC(C)C(=O)OC1=CN(Cc2ccccc2)S(=O)(=O)c2ccccc21 | 2.5 | 1.6% | 2.5 | 0.5 | 5.0 | -4.3% | 4.1% | -12.9 | -0.2%
CCn1cc(C=C2C(=O)c3ccccc3C2=O)c2ccccc21 | 0.6 | 0.4% | 28.7 | -6.3 | 2.9 | 1.1% | -7.8% | 2.6 | 0.8%
CC(C)Cn1c(N)c(C(=O)CSc2ccccc2)c(=O)n(C)c1=O | 7.7 | -1.9% | 19.5 | -6.4 | -28.0 | 0.4% | 3.3% | -12.8 | 0.8%
O=C1C=C(c2ccccc2)OC2(CCCC2)O1 | 38.0* | -2.3% | 2.7 | 6.7 | -6.3 | 0.7% | -3.5% | -5.1 | 0.6%
COc1ccc(S(=O)(=O)NC(C)C(=O)NCc2ccncc2)cc1C (configuration not stated) | 6.1 | 3.1% | 1.6 | -2.5 | -4.0 | -3.9% | -1.7% | -12.8 | -1.3%
Cc1cc(NC(=O)COC(=O)C2CC(=O)N(c3cccc(Cl)c3)C2)no1 (configuration not stated) | 4.9 | 1.5% | 24.2 | . | 3.3 | -4.8% | 9.2% | 1.0 | -2.1%
O=C(COc1ccc(Br)cc1Br)NC1CCCC1 | 5.2 | -8.0% | 5.8 | -1.7 | -1.1 | 4.3% | -2.1% | -12.7 | 0.0%
COc1cc(C(=O)NCC(=O)NCC2COc3ccccc3O2)cc(OC)c1OC (configuration not stated) | -2.5 | 4.5% | -0.3 | -6.5 | -24.6 | -2.1% | 0.6% | -2.4 | 1.9%
CCOC(=O)c1sc(NC(=O)CSc2nc3c(c(=O)n2-c2ccc(C)cc2)SCC3)c(C(=O)OCC)c1C | 5.0 | 5.3% | -2.6 | 3.0 | -2.2 | -0.4% | -6.5% | 3.5 | -0.3%
O=C1c2cnc3nc(SCc4cccc(Cl)c4)nn3c2CC2c3ccccc3CCN12 (configuration not stated) | 9.1 | 0.4% | 0.5 | -7.2 | -1.8 | -0.9% | 5.0% | -2.7 | 2.8%
O=C1CCCC(=O)N1c1ccc(N2CCOCC2)c([N+](=O)[O-])c1 | 0.2 | 0.1% | 1.7 | -9.0 | 14.2 | -1.2% | 0.0% | 4.8 | -0.8%
CCn1c(SC/C=C/c2ccccc2)nnc1-c1cnccn1 | -1.3 | -1.7% | -1.0 | 0.7 | 0.0 | 4.0% | -1.8% | 0.2 | 1.6%
Oc1csc(Cc2nc(-c3ccc(-c4ccccc4)cc3)cs2)n1 | 20.4 | -1.3% | 0.6 | -5.0 | -21.8 | -3.5% | 12.9% | -20.6 | -0.1%
O=[N+]([O-])c1ccc(-n2nnnc2CN2CCOCC2)cc1 | 3.4 | -1.8% | 1.8 | 6.6 | 18.7 | 1.6% | 0.4% | -24.7 | -0.2%
CC(OC(=O)c1ccc(=O)n(Cc2ccccc2)n1)C(=O)Nc1cccc(Cl)c1 (configuration not stated) | 0.5 | -10.4% | 1.6 | -4.2 | -8.1 | -3.4% | 7.6% | -13.3 | 2.4%
Cc1cccc2cc(-c3nc4ccc(C(=O)O)cc4[nH]3)c(=O)oc12 | 2.4 | -19.7% | 1.1 | -0.9 | 1.4 | -15.0% | 6.3% | 41.2 | 13.7%
COc1ccc(-c2sc3ccccc3c2C#CC2(O)CCCCC2)cc1 | -4.1 | -5.4% | 3.4 | -2.0 | 2.3 | -1.5% | -28.5% | . | 4.8%
CC1Cc2ccccc2N1C(=O)CN1C(=O)NC(C)(CCc2ccccc2)C1=O (configuration not stated) | 1.2 | -9.5% | 1.6 | 0.3 | 13.9 | -3.1% | 1.5% | 4.3 | -1.2%
CCOC(=O)CN(Cc1ccccc1)C(C(=O)NC1CCCCC1)c1ccc(C)cc1 (configuration not stated) | 18.4 | 3.1% | 7.9 | -0.7 | 7.6 | -2.1% | 5.3% | -5.5 | -2.1%
Cc1noc(C)c1COc1ncnc2ccccc12 | 15.4 | 3.5% | 2.3 | 0.7 | 1.5 | -5.2% | 10.9% | 0.8 | 17.6%
O=C(Nc1nc(-c2ccccc2)cs1)C1CCCCN1S(=O)(=O)c1ccccc1 (configuration not stated) | 4.2 | 0.9% | 1.0 | 0.8 | 6.3 | -1.1% | 6.6% | 13.5 | 2.1%
CCN(CC)S(=O)(=O)c1ccc(Cl)c(C(=O)NC)c1 | 8.3 | 3.5% | 1.0 | -6.0 | -0.2 | -1.2% | -2.2% | 5.4 | -0.7%
Cc1c(C)c2ccc(OCC(=O)N3CCC(C(=O)O)CC3)cc2oc1=O | 6.9 | 1.5% | 0.5 | 1.2 | 1.0 | -4.3% | 6.5% | . | 4.5%
CC(C)CC(=O)Nc1c2c(nn1-c1cccc(Cl)c1)CS(=O)(=O)C2 | 6.5 | 3.4% | 2.8 | 0.7 | 6.0 | 5.5% | -11.9% | -4.2 | 3.1%
Cc1ccccc1CCN1CCCC(CN(C)C(=O)C(=O)c2ccco2)C1 (configuration not stated) | -20.0 | -1.7% | 5.9 | -3.4 | -16.7 | 7.8% | -4.4% | -5.3 | 4.4%
CCCOc1ccc(/C=N/NC(=O)C2CC2)c(OCCC)c1 | 7.3 | 1.2% | 2.9 | -5.8 | 2.9 | -5.7% | -15.1% | -2.1 | 0.5%
COc1ccc(CNC(=O)C2CC(O)CN2C(=O)Nc2ccccc2)cc1 (configuration not stated) | 4.2 | 1.6% | -0.5 | 0.0 | 15.2 | -7.0% | 3.1% | 5.8 | 2.2%
Cc1nn(-c2ccccc2)c(C)c1N | 6.1 | 5.8% | 1.1 | 0.1 | 8.3 | -1.5% | 11.3% | -11.3 | -0.3%
O=[N+]([O-])c1ccc(-c2ccc(/C=N/Nc3nc(NCc4ccccc4)nc(N4CCOCC4)n3)o2)cc1 | 12.8 | ? | 73.6* | 2.5 | -12.4 | -4.6% | ? | 2.8 | 16.5%
NC(=O)NC(=O)CN1C(=O)NC2(CCOc3ccccc32)C1=O (configuration not stated) | -5.0 | 0.3% | 5.7 | -8.4 | 7.3 | -1.7% | 6.1% | 4.3 | 1.5%
COc1ccc(S(=O)(=O)N2CCC(C(=O)NC3(C)CCS(=O)(=O)C3)CC2)cc1OC (configuration not stated) | 16.6 | 2.3% | 4.1 | -1.4 | 24.2 | -2.1% | 0.3% | 2.0 | 2.1%

2 entries from above in a different format.
SMILES,D2 potentiator,Vif-A3G inh,D1 agonist,D1 PAM,D1 antagonist,Glioma ERSR ind,Vif-APOBEC3F blk,RXFP1 antagonist,RXFP1 agonist
CC1Cc2ccccc2N1C(=O)CN1C(=O)NC(C)(CCc2ccccc2)C1=O (configuration not stated),1.2,-9.5%,1.6,0.3,13.9,-3.1%,1.5%,4.3,-1.2%
CCOC(=O)CN(Cc1ccccc1)C(C(=O)NC1CCCCC1)c1ccc(C)cc1 (configuration not stated),18.4,3.1%,7.9,-0.7,7.6,-2.1%,5.3%,-5.5,-2.1%

(further entries)
SMILES | D2 potentiator | Vif-A3G inh | D1 agonist | D1 PAM | D1 antagonist | Glioma ERSR ind | Vif-APOBEC3F blk | RXFP1 antagonist | RXFP1 agonist
COc1ccc(-n2c(-c3ccc(Br)cc3)c[n+]3c2CCCCC3)cc1 | -5.5 | 5.1% | 0.3 | -5.8 | 0.3 | -2.2% | -3.4% | -18.4 | -0.1%
CC(C)OCCCn1c(-c2ccco2)nc2nc3ccccc3nc21 | 7.3 | -7.7% | 0.2 | -4.0 | 10.2 | 2.7% | -2.9% | -7.1 | 1.8%
CCOc1ccccc1NC(=O)c1c(NC(=O)c2ccncc2)sc2c1CCC(C(C)(C)C)C2 (configuration not stated) | 8.9 | 0.0% | -1.9 | -1.9 | 4.5 | -1.7% | 0.2% | -8.6 | 5.7%
Cc1c(OCC(=O)NCc2ccccn2)ccc2c(-c3ccccc3)cc(=O)oc12 | -2.9 | -1.9% | 0.2 | -2.1 | 5.0 | -3.2% | -5.4% | . | 0.7%
Cc1ccc(F)cc1NC(=O)C1CC(=O)N(Cc2ccccc2)C1 (configuration not stated) | . | 0.1% | . | . | . | -2.5% | -7.1% | 14.8 | .
C#CC[N+]1(CC#Cc2ccc(C)cc2)CCCCC1 | 6.4 | 5.5% | 4.1 | 0.3 | -4.9 | -4.3% | 1.3% | -4.4 | -1.0%
Cc1ccc(OCC(=O)NC(C)c2ccccc2)c([N+](=O)[O-])n1 (configuration not stated) | -18.3 | 6.8% | 0.9 | -1.8 | -5.4 | -4.0% | -16.7% | 6.2 | 0.7%
CCNC(=O)COC(=O)c1sccc1C | -0.6 | 2.7% | 2.3 | 3.3 | 3.9 | -1.6% | 0.5% | -6.7 | -0.3%
